# Screening data (PubChem)
# RGS4 pot = potentiators or activators of RGS4 | HEK293 M3R/inducible RGS4, carbachol calcium flux Fluo4; hits give low values | B-score at 10 µM | hit rate 0.92% among 310,000 | AID 463111;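 active = B-score of the integrated calcium signal more than 4 SD below the library mean, with starting fluorescence not abnormally high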;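 note: negative B-score means reduced calcium response which marks RGS4 activation or potentiation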
#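 test system = HEK293 cells with stable M3R and inducible RGS4 | schedule = recording 10 s baseline at 1 Hz, 100 s post-agonist | technique = Fluo4-AM (2 µM) calcium-flux fluorescence, kinetic read | measure = Agonist-evoked peak-minus-minimum fluorescence over baseline, integrated ratio, B score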
# TRPC6 inhibitor = inhibitors of mouse TRPC6 channel. HEK293-TRPC6, membrane potential dye, ACh-evoked depolarization; hits give low values. B-score at 10 µM. hit rate 1.1% among 310,000. AID 2553;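 active = B-score under library mean minus 3 SD, initial fluorescence not abnormally high, positive integrated signal ratio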;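 note: B-score derived from integrated fluorescence ratio over the kinetic read; more negative B-score means stronger inhibition of depolarization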
# MrgX1 antag = blocks BAM8-22 activation of human MrgX1 receptor; MRGX1-HEK293 calcium flux, Fluo-4, BAM8-22 antagonism; hits give low values; B-score at 10 µM; hit rate 1.3% among 310,000;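 active = calcium-response B-score plate-corrected more than 3 library SD below zero, starting fluorescence within 5 deviations, no agonist response on first addition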;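 note: peak minus trough fluorescence over baseline after final BAM8-22 challenge near maximal dose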
# Target sequence (Q96LB2 whole entry, looked up): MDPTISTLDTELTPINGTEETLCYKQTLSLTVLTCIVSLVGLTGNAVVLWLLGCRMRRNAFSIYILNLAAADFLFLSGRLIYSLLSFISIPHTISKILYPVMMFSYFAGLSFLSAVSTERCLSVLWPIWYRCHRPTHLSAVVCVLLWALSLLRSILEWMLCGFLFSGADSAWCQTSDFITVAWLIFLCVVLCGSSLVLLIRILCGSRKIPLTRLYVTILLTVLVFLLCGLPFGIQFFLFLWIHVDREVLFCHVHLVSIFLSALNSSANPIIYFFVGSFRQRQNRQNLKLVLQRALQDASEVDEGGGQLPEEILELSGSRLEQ
# SKKanGAS inh = blocks kanamycin growth of S. pyogenes SKKanGAS strain; inhibition, % at 7.5 µM; BacTiter-Glo, 6 h; AID 1662; hit rate 1.3% among 300,000;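 active = mean replicate score, as percent of positive control median, at least 50; inconclusive = mean below 50 but one replicate at or above 50; inactive = mean and every replicate below 50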;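 note: strain carries kanamycin resistance gene driven by streptokinase promoter and grows in 40 µg/ml kanamycin; loss of luminescence reflects streptokinase promoter inhibition or plain growth inhibition; 0% = median of DMSO wells and 100% = positive control at its reference dose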
# MrgX1 agonist = activates human MrgX1 receptor signaling; hit rate 0.44% among 310,000; Q96LB2; B-score at 10 µM; AID 588627; MrgX1-HEK293 cells, Fluo-4 calcium fluorescence, agonist mode; hits give high values;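 active = calcium response B-score plate-corrected fluorescence ratio at least 3 library SD, with starting fluorescence B-score inside 5 SD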
#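 Assay system: stable human MrgX1 HEK293 cell line. Quantity: 15,000 cells per well. Schedule: cells plated overnight, dye loaded 0.5 h 37 °C, 0.5 h room temperature. Detection: Fluo-4 NW calcium-flux fluorescence, kinetic read. Read-out basis: peak-minus-minimum fluorescence over baseline, converted to B scores. Control set: positive and negative control wells on each plate.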
# MrgX1 allo act = allosterically activates human MrgX1 receptor signaling. hit rate 0.63% among 310,000. Q96LB2. AID 588675. B-score at 10 µM. MrgX1-HEK293, Fluo-4 calcium flux, FDSS; hits give high values;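 active = plate-corrected calcium response at least 3 library SD above typical, normal starting fluorescence, not activating the receptor alone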;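 note: compound read alongside a low EC10 to EC30 dose of BAM8-22 agonist; peak minus trough fluorescence over baseline measured at the second addition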
# HDAC3 inhib = inhibitors of human histone deacetylase 3; O15379; recombinant HDAC3, fluorogenic peptide/trypsin coupled, fluorescence; inhibition, % at 8.3 µM; hit rate 0.15% among 320,000; AID 2718; in the data active = inhibition above about 26%, passing the limit was not always enough; inconclusive = no clear call, values can overlap the other calls
# Target sequence (O15379 whole entry, looked up): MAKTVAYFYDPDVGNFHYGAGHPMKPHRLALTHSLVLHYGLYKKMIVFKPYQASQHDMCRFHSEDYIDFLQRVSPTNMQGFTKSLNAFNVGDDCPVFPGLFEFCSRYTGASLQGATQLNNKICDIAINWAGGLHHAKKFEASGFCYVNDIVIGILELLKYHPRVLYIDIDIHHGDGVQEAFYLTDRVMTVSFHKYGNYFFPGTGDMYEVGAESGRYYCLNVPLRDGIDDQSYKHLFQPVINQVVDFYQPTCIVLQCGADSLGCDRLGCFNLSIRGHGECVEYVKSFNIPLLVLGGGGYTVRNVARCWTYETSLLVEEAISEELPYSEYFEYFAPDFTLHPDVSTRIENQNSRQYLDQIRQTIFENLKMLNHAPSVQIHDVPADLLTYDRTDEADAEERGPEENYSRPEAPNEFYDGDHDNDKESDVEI
# TRPC6 activator = activates the mouse TRPC6 cation channel; B-score at 10 µM; HEK293-TRPC6 membrane potential dye fluorescence; hits give high values; Q61143; hit rate 0.13% among 310,000; AID 2550;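 active = B-score of the integrated fluorescence ratio above library mean plus 3 SD, and starting fluorescence ratio within library mean plus 5 SD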;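 note: higher score means more depolarization so channel activation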
# ANO1 block = blocks the mouse calcium-activated chloride channel TMEM16A | Q8BHY3 | HEK293 TMEM16A/YFP iodide influx fluorescence, ionomycin | normalized B-score (activity score, 25-100; higher = stronger inhibition) at 10 µM | hit rate 1.2% among 310,000 | AID 588511;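 active = ratio plate-corrected score three or more library SD toward inhibition, starting fluorescence score within five deviations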;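 note: score derived from kinetic fluorescence span divided by baseline fluorescence per well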
# TMEM16A act = mouse TMEM16A channel activation, primary screen; HEK293 TMEM16A/YFP-H148Q/I152L, iodide quench fluorescence; hits give low values; B-score at 10 µM; hit rate 0.3% among 340,000; AID 623877;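 active = fluorescence-ratio B-score plate-corrected deviation score at least 3 library SD below zero, with starting fluorescence score within 5 deviations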;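 note: channel opened by trigger with iodide after compound preincubation; score built on the fluorescence ratio of max minus min over baseline; more negative score means more quench and so TMEM16A activation or potentiation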
# RGS4 block = human RGS4 inhibition; HEK293 M3R/RGS4 inducible, Fluo-4 calcium flux; hits give high values; triggered by carbachol at its EC20; P49798; AID 463165; B-score at 10 µM; hit rate 0.45% among 310,000;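 active = B-score, a plate-corrected calcium signal, over three deviations above library mean, with baseline fluorescence within five deviations of library mean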;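 note: RGS4 expression induced by doxycycline in cells with stable M3 receptor; B-score is computed from the integrated fluorescence ratio over baseline after carbachol; higher B-score means a larger calcium signal and so more RGS4 inhibition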
# Target sequence (P49798 whole entry, looked up): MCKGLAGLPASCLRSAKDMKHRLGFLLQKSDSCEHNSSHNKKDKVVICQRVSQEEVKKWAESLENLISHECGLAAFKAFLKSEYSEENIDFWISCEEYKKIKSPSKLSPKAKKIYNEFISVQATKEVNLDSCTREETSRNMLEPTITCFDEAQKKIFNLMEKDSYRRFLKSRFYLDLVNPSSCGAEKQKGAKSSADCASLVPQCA
# Numbers without * were called inactive; i = inactive; ? = inconclusive; . = no result given.
SMILES,RGS4 pot,TRPC6 inhibitor,MrgX1 antag,SKKanGAS inh,MrgX1 agonist,MrgX1 allo act,HDAC3 inhib,TRPC6 activator,ANO1 block,TMEM16A act,RGS4 block
CC(C)c1ccccc1NC(=S)NC1CCCCC1,i,i,i,6.8,i,i,?,i,i,i,i
CCOC(=O)c1cc2sc(C)cc2n1CC(=O)N1CCN(C(=O)c2ccco2)CC1,i,i,i,5.9,i,i,3.1,i,i,i,i
CC(OC(=O)C1CC(O)CN1S(=O)(=O)c1ccccc1[N+](=O)[O-])C(=O)N1CCCCC1 (stereo not drawn),i,i,i,2.1,i,i,-4.3,i,i,i,i
Cc1cccn2c(CNCCCn3ncc4ccccc43)c(C(=O)N3CCCCC3)nc12,i,i,i,-3.6,i,i,3.5,i,i,i,i
Cc1nc(N)sc1-c1csc(Nc2cccc(O)c2)n1,i,i,i,25.8,i,i,5.9,i,i,i,i
Cc1cc(C)n(CCSCC(=O)O)n1,i,i,i,9.7,i,i,-1.0,i,i,i,i
c1ccc(Oc2cc(-c3ccccc3)ncn2)cc1,i,i,i,-1.0,i,i,-1.1,i,i,i,i
COc1ccc(NC(=O)c2cccc(N3C(=O)C4CCC(C)CC4C3=O)c2)c(OC)c1 (stereo not drawn),i,i,i,-0.7,i,i,8.6,i,i,i,i
N#C/C(=C\c1cn(Cc2ccc(C#N)cc2)c2ccccc12)C(=O)NCc1cccs1,i,i,i,2.4,i,i,-0.3,i,i,i,i
COc1ccc(-c2[nH]ncc2CN(C)CCN2CCOCC2)cc1F,i,i,i,23.5,i,i,4.9,i,i,i,i
Cc1ccc(NC(=O)c2cccc(Cl)c2)nc1,i,i,i,4.9,i,i,-1.7,i,i,i,i
C[C@@H]1C=C(C(=O)NCc2nc3ccccc3[nH]2)O[C@H](OCCCCO)C1,i,i,i,-0.1,i,i,-3.1,i,i,i,i
S=C(NCCNC(=S)Nc1ccccc1)Nc1ccccc1,i,i,i,-0.3,i,i,1.3,i,i,i,i
O=C(COC(=O)Cn1nnc2ccccc21)NC1CCCC1,i,i,i,-3.4,i,i,-0.4,i,i,i,i
COCCn1c(C)cc2c(c1=O)C(c1ccco1)C(C#N)=C(N)O2 (stereo not drawn),i,i,i,2.4,i,i,-19.2,i,i,i,i
Cc1cc(C)c(S(=O)(=O)N2CCCC2=O)c(C)c1N(C)S(C)(=O)=O,i,i,i,2.2,i,i,0.3,i,i,i,i
O=C(Nc1ccon1)Nc1ccc(F)cc1F,i,i,i,2.2,i,i,-2.0,i,i,i,i
CCOC(=O)N1CCN(C(=O)CCC2CCCC2)CC1,i,i,i,-6.3,i,i,1.3,i,i,i,i
O=C(O)c1ccc(NS(=O)(=O)c2cccc(C(=O)Nc3ccccc3[N+](=O)[O-])c2)cc1,i,i,.,2.3,.,.,.,i,.,.,i
CCOc1ccc2oc(C(=O)NC3CCN(Cc4ccccc4)CC3)c(C)c2c1,i,i,i,0.3,i,i,-11.5,i,i,i,i
Cc1nn(-c2ccccc2)c(C)c1[N+](=O)[O-],i,i,i,6.6,i,i,-2.1,i,i,i,i
COc1ccc(C(=O)O)cc1S(=O)(=O)NCc1cccnc1,i,i,i,0.3,i,i,5.8,i,i,.,i
COCCNC(=O)CN1N=C(c2ccc(C)cc2)CCC1=O,i,i,i,3.1,i,i,1.0,i,i,i,i
CC(=O)c1sc(-c2ccccc2)cc1NS(=O)(=O)c1ccccc1,i,i,i,-0.4,i,i,-2.7,i,i,i,i
O=C1/C(=C\c2ccc(O)cc2)SC(=S)N1c1cccnc1,i,i,i,-0.3,i,i,1.9,i,i,i,i
SMILES,RGS4 pot,TRPC6 inhibitor,MrgX1 antag,SKKanGAS inh,MrgX1 agonist,MrgX1 allo act,HDAC3 inhib,TRPC6 activator,ANO1 block,TMEM16A act,RGS4 block
O=C(Nc1nc(-c2ccc(S(=O)(=O)N3CCCC3)cc2)cs1)c1cccs1,.,.,i,.,i,i,-0.6,.,25*,i,.
O=C(NCc1cccc(C(F)(F)F)c1)C1CCCN(c2ncccn2)C1 (stereo not drawn),i,i,i,-5.8,i,i,-1.1,i,i,i,i
Cc1ccc(OCc2cc(C(=O)N(CCO)Cc3cccs3)no2)cc1C,i,i,i,16.2,i,i,5.0,i,i,i,i
O=C(CNC(=S)N(Cc1ccccc1)Cc1cccnc1)N1CCOCC1,i,i,i,-2.7,i,i,2.7,i,i,i,i
COc1ccc(C(=O)c2cc([N+](=O)[O-])ccc2N2CCN(C)CC2)cc1,i,i,i,1.7,i,i,5.6,i,i,i,i
CC1CC(C)CN(S(=O)(=O)c2ccc(C(=O)N3CCOCC3)cc2)C1 (stereo not drawn),i,i,i,2.7,i,i,-2.0,i,i,i,i
CN(C)c1ccc(C=NC(CO)C(O)c2ccc([N+](=O)[O-])cc2)cc1 (stereo not drawn),i,i,i,-1.0,i,i,7.3,i,i,i,i
CCCc1cc(=O)[nH]c(SCc2nc3ccccc3s2)n1,i,i,i,9.4,i,i,1.0,i,i,i,i
CC(NCC(O)COC1CCC(C(C)(C)C)CC1)c1ccccc1 (stereo not drawn),i,i,i,-12.9,i,i,-17.0,i,i,i,10.3*
COc1cc(C=C(c2nc3ccccc3s2)c2nc3ccccc3s2)cc(OC)c1O,i,i,i,11.5,i,i,8.2,i,i,i,i
O=C(CSCC(=O)Nc1cccc2ccccc12)Nc1cccc2ccccc12,i,i,i,-2.8,i,i,6.8,i,i,i,i
Cc1ccc(S(=O)(=O)NCCSc2nnnn2C)cc1,i,i,i,19.2,i,i,0.2,i,i,i,i
Cc1cc(NC(=O)COC(=O)c2cccc(S(=O)(=O)N(C)C3CCCCC3)c2)no1,i,i,i,-9.1,i,i,9.4,i,i,i,i
c1ccc(-c2nc(N3CCOCC3)c3ccccc3n2)nc1,i,i,i,37.6,i,i,6.4,i,i,i,i
CC(C)(C)CC(=O)NCCCN1CCOCC1,i,i,i,0.3,i,i,1.9,i,i,i,i
CNS(=O)(=O)c1cn(CC(=O)NCc2ccccc2OC)cc1S(=O)(=O)NC,i,i,i,-1.0,i,i,1.8,i,i,i,i
CSc1nnc(C)c(=O)n1COC(=O)c1ccc([N+](=O)[O-])cc1,i,i,i,-5.5,i,12.2*,5.9,i,i,i,i
CCOc1ccc(-n2ccn(CC(=O)NCCc3ccccc3)c(=O)c2=O)cc1,i,i,.,1.0,.,.,.,i,.,i,i
COCCn1c(=S)[nH]c2ncccc2c1=O,i,i,i,-6.2,i,i,6.1,i,i,i,i
COc1ccc(NC(=O)C2=NN(C3CCS(=O)(=O)C3)C(=O)CC2)cn1 (stereo not drawn),i,i,i,8.4,i,i,4.0,i,i,i,i
O=c1[nH]c(CN2CCN(c3ccccc3)CC2)nc2scc(-c3ccccc3)c12,i,i,i,9.0,i,i,5.1,i,i,i,i
Cc1ccc(NC(=O)Cn2nc(-c3ccccc3)nc2-c2ccccc2)c(C)c1,i,i,i,-3.4,i,i,1.8,i,i,i,i
CC(C)C(NC(=O)c1ccco1)C(=O)NC1CCCCCC1 (stereo not drawn),i,i,i,-5.3,i,i,1.9,i,i,i,i
Cc1ccc(S(=O)(=O)N2CCOCC2)cc1C(=O)OCC(=O)NCc1ccccc1,i,i,i,-3.6,i,i,-7.5,i,i,i,i
CCN1C(=O)/C(=C2/C(=O)N3c4c(cc(OC(C)=O)cc42)C(C)=CC3(C)C)SC1=S,i,i,i,31.9,i,i,-9.4,i,i,i,i
SMILES,RGS4 pot,TRPC6 inhibitor,MrgX1 antag,SKKanGAS inh,MrgX1 agonist,MrgX1 allo act,HDAC3 inhib,TRPC6 activator,ANO1 block,TMEM16A act,RGS4 block
CCN(CC)C(=O)CSc1nnc2nnc3cc(OC)ccc3n12,i,i,i,0.2,i,i,1.1,i,i,i,i
CC(=O)O/C(=C\c1cn(C(C)=O)c2ccccc12)C(=O)O,i,i,i,-0.3,i,i,.,i,i,i,i
COc1ccc(N2CC(C(=O)Nc3nc4ccc(F)cc4s3)CC2=O)c(OC)c1 (stereo not drawn),i,i,i,6.8,i,i,7.0,i,i,i,i
CCSc1nc(O)c(C(c2cccc(OC)c2)c2c(O)nc(SCC)[nH]c2=O)c(=O)[nH]1,i,i,i,4.8,i,i,6.2,i,i,i,i
CC(=O)COc1ccc2cc(-c3ccccc3)c(=O)oc2c1,i,i,i,0.8,i,i,-194.5,i,i,i,i
N#Cc1c(SCC(=O)Nc2ccccc2)nsc1SCC(=O)Nc1ccccc1,i,i,i,4.2,i,i,-3.4,i,i,i,i
CC(C)CCNC(=O)CCc1nnc(Cc2c[nH]c3ccccc23)o1,i,i,i,3.3,i,i,1.6,i,i,i,i
Cc1ccc(-c2noc(CNC(=O)c3ccoc3C)n2)cc1,i,i,i,0.3,i,i,3.5,i,i,i,i
CCOc1ccc(NC(=O)CC2C(=O)N(c3ccccc3)C(=O)N2Cc2ccccn2)cc1 (stereo not drawn),i,i,i,-1.4,i,i,4.7,i,i,i,i
COc1ccc(C(=O)N/N=C/c2ccc(OC(=O)c3ccccc3)cc2)cc1,i,i,i,2.7,i,i,14.0,i,i,i,i
CCn1c(SCC(=O)Nc2nccs2)nnc1C1CC1,i,i,i,-10.9,i,i,1.9,i,i,i,i
Nc1c2c3c(sc2nc(=O)n1N)CCCC3,i,i,i,15.4,i,i,0.4,i,i,i,i
COc1ccc(CN(C(=O)c2nsc(Cl)c2Cl)C(C(=O)NC2CCCC2)c2ccc(OC)cc2)cc1 (stereo not drawn),i,i,i,2.2,i,i,7.0,i,i,i,i
COc1ccc(S(=O)(=O)N2CCCOC2CNC(=O)C(=O)NCCCn2ccnc2)cc1OC (stereo not drawn),i,i,i,-4.6,i,i,-1.8,i,i,i,i
CC(=O)Nc1ccc(C(=O)Cn2c3[n+](c4c(F)c(F)ccc42)CCCCC3)cc1,i,i,i,-5.4,i,i,-5.3,i,i,i,i
O=C(O)c1ccc(CSc2nc(-c3ccccc3)cc(C(F)(F)F)n2)cc1,i,i,i,31.2,i,i,3.0,i,i,i,i
CC(=O)Nc1ccc(S(=O)(=O)N2CCC(NC(=O)C(Cc3ccc(C)cc3)NC(C)=O)CC2)cc1 (stereo not drawn),i,i,.,4.6,.,.,.,i,.,i,i
COc1ccc(CNC(=O)CN2C(=O)COc3ccc(S(=O)(=O)N4CCCCC4)cc32)cc1,i,i,i,-2.7,i,i,-3.2,i,i,i,i
Cc1ccc(NC(=O)N2CCCn3c(SCC(=O)c4ccccc4)nnc32)cc1,i,i,i,-1.5,i,i,-2.1,i,i,i,i
CCOc1cc(C2NC(=O)c3ccccc3O2)ccc1OC(C)C (stereo not drawn),i,i,i,-0.6,i,i,-3.4,i,i,i,i
CCCOc1ccc(/C=N/NC(=O)C(C)Sc2ccccn2)cc1OCC (stereo not drawn),i,i,i,-17.2,i,i,-3.4,i,i,i,i
